# NS3 helicase inh: inhibitors of HCV NS3 helicase, primary screen, biochemical, Cy5 molecular beacon fluorescence; NS3 helicase DNA unwinding; inhibition, % at 10.9 µM; 0.56% of 290,000 active; AID 1800, 2009;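 active = inhibition above the mean of all tested compounds plus 3 SD, set per campaign, cut at about 35% in these data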;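 also: 0% = DMSO wells and 100% = thioflavine S control wells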
#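 Assay system: hepatitis C virus NS3 helicase domain fragment enzyme. Also added: annealed dual-labelled DNA beacon duplex, ATP-started. Timing: 1 h reaction at 25 °C, ATP-initiated. Technique: Cy5 fluorescence at 0 and 60 min, beacon hairpin quenching. Evaluation: % inhibition of unwinding. Replication: one well per compound.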
# MEKK3 PB1 HTS: modulators of MEKK3-MEK5 PB1 binding, primary screen, biochemical, wildtype MEKK3, multiplex bead flow cytometry, Alexa488-MEK5; Mitogen-activated protein kinase kinase kinase 3 (Homo sapiens), Q99759; bead-based flow cytometry, Alexa488-MEK5 binding to MEKK3; actives lie on both sides; 0 = blocked by unlabeled MEK5, 100 = vehicle; binding response (% of control), % at 10 µM; 1.4% of 290,000 active;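 active = binding response more than 3 SD above or below the average of its plate-row segment, actives on both sides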;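 also: Alexa488 bead fluorescence after subtracting the streptavidin-only scavenger bead signal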
# Target sequence (Q99759 whole entry, looked up): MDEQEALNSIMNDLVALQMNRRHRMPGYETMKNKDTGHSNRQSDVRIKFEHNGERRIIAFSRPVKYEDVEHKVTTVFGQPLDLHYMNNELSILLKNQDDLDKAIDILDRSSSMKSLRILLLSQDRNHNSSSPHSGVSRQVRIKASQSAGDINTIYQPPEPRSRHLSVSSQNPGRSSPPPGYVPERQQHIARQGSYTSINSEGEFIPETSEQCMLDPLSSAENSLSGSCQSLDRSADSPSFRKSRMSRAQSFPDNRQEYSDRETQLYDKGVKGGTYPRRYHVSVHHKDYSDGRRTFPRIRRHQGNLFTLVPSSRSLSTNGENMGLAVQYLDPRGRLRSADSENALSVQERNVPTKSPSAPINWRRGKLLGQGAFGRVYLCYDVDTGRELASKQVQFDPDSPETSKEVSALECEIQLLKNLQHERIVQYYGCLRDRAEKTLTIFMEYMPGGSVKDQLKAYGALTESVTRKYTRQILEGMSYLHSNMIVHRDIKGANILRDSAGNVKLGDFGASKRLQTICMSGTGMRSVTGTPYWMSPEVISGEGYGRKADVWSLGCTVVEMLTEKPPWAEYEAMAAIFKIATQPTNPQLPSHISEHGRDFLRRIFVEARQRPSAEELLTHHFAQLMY
# MEKK2 WT-MEK5: modulators of MEK5 binding to wildtype MEKK2, primary screen, biochemical, multiplex bead flow cytometry, Alexa488-MEK5; 1.1% of 290,000 active; binding response (% of control), % at 10 µM; Mitogen-activated protein kinase kinase kinase 2 (Homo sapiens), Q9Y2U5; Alexa488-MEK5 binding to MEKK2 WT; actives lie on both sides; in the data active = binding response below about 67% or above about 130%
# SUMO HTRF inh: inhibitors of in vitro SUMOylation cascade, primary screen, biochemical, HTRF, uHTS; SUMO-conjugating enzyme UBC9 (Homo sapiens), P63279; HTRF SUMOylation assay, SAE1/SAE2 + UBC9; inhibition, % at 35 µM; 0.36% of 290,000 active; AID 2006, 2009; in the data active = inhibition above about 50%, passing the limit was not always enough; also: strong numbers were not always called active
# Target sequence (P63279 whole entry, looked up): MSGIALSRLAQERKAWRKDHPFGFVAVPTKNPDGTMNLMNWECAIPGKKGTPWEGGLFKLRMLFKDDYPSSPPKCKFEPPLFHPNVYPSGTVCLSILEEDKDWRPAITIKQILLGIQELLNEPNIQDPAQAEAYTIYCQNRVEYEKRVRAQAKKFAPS
# MEKK2 mut-MEK5: MEK5 binding signal on mutant MEKK2 PB1, primary screen, biochemical, multiplex bead flow cytometry, Alexa488-MEK5; 0.35% of 290,000 active; Alexa488-MEK5 binding to MEKK2 mutant; percent response, % at 10 µM; in the data active = percent response above about 24%, passing the limit was not always enough; also: inactives centre near 1; some results filed as inactive read as strong as hits; reference of the scale not given here
# CRFBP-R2 agonist: agonists of CRF-BP/CRF-R2 complex, primary screen, cell-based, HEK293, calcium dye fluorescence, uHTS; CRF-binding protein / CRF receptor 2 complex (human); calcium dye fluorescence (FLIPR); percent of saturating CRF peptide response; activation, % at 13.2 µM; 0.46% of 350,000 active; AID 588473, 2011;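 active = activation of at least 50%, plus an integration ratio under a set limit after plate pattern correction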;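 also: plate controls were neutral control wells without compound for no effect and CRF at EC100 for full effect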
# DNA FID counter: compounds displacing fluorescent DNA intercalator, primary screen, artefact control for HCV NS3 helicase inhibitor project, biochemical, FID fluorescence; inhibition, % at 7.9 µM; 0.17% of 290,000 active; DNA fluorescent intercalator displacement; AID 1845, 2009; in the data active = inhibition above about 37%;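 also: 0% = vehicle and 100% = reference compound; higher means more ethidium bromide displaced from hairpin DNA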
# GalR3 antag: GalR3 antagonists in HEK293 cells, primary screen, cell-based, fluorescence readout | Galanin receptor type 3 (Homo sapiens), O60755 | HEK293 GalR3-CNG cAMP membrane potential fluorescence; galR3 body fused to GalR1 C-terminus | inhibition, % at 3 µM | 0.44% of 360,000 active | AID 651719, 2012;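 active = inhibition above the screen-wide average plus 3 SD, cut at about 13% in these data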;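 also: forskolin and galanin both at EC90 stimulate the cells; cAMP rise reported by CNG channel membrane potential dye signal; 0% = forskolin plus galanin with DMSO and 100% = forskolin alone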
# Target sequence (O60755 1-299 limits assumed): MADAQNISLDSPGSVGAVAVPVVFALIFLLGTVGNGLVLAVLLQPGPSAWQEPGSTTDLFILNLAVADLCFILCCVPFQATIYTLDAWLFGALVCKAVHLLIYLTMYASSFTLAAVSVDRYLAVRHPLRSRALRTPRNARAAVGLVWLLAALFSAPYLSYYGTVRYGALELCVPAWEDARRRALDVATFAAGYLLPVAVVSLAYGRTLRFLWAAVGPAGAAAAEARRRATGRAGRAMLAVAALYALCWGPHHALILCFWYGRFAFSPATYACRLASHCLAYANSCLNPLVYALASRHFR
# CRFR2-BP antag: antagonists of CRF-BP/CRF-R2 complex, primary screen, cell-based, HEK293, calcium dye fluorescence, uHTS | AID 588475, 2011 | CRF-induced calcium fluorescence | inhibition, % at 11.8 µM | 0.59% of 350,000 active;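 active = inhibition of the ligand-induced calcium signal above about 50% at the single tested concentration, limit read from the data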
# An asterisk follows results filed as active; . = no result given. A portion of the library; the hit share may differ from the screen's.
# Value order: NS3 helicase inh	MEKK3 PB1 HTS	MEKK2 WT-MEK5	SUMO HTRF inh	MEKK2 mut-MEK5	CRFBP-R2 agonist	DNA FID counter	GalR3 antag	CRFR2-BP antag
N#CNC(=Nc1cccc(F)c1)SCc1ccccc1F
 : -1	100	104	7	-1	48	-4	-6	85*
CC(C)Oc1ccc(OCCSc2nc3ccccc3n2CC(=O)O)cc1
 : 17	105	105	5	4	-0.1	-33	-10	7
Cc1ccc(C2CC(=O)Nc3cc4c(cc32)OCO4)o1 (centres undefined)
 : 3	104	109	5	6	0.1	-6	-4	22
Cc1ccc(S(=O)(=O)Cc2ccc(C(=O)N3CCN(c4cc(C)ccc4C)CC3)o2)cc1
 : 14	98	94	-36	-1	1.8	3	-3	6
CCCN1CCC(=O)N([C@H](COc2ccccc2)Cc2ccccc2)CC1
 : 6	103	107	3	0	-1.8	-2	-5	-3
CCCOc1ccc(C(=O)Nc2nc(C)c(Cc3ccc4c(c3)OCO4)s2)cc1
 : -5	101	114	-6	2	-0.6	-5	-6	2
CC(C)c1ccc(OCC(=O)NC(Cc2c[nH]c3ccccc23)C(=O)O)cc1 (centres undefined)
 : 48*	102	93	-2	-4	5.5	-40	-4	8
O=C(NCCNS(=O)(=O)c1cccc(C(F)(F)F)c1)c1cc(OCC(F)(F)F)ccc1OCC(F)(F)F
 : -4	112	108	-9	3	2.3	-1	-5	5
CC(=O)Nc1ccc(S(=O)(=O)Nc2nccs2)cc1
 : 16	103	98	-8	6	-0.8	-4	-1	8
COc1cc(OC)cc(C(=O)Nc2cccc3nc(C)ccc23)c1
 : 4	111	109	-6	12	1.3	-10	-11	2

# Value order: NS3 helicase inh	MEKK3 PB1 HTS	MEKK2 WT-MEK5	SUMO HTRF inh	MEKK2 mut-MEK5	CRFBP-R2 agonist	DNA FID counter	GalR3 antag	CRFR2-BP antag
CC1(C)NC(=O)N(CC(O)CN2C(=O)NC(C)(C)C2=O)C1=O
 : 8	102	97	21	-2	2.0	2	-4	1
C/C(=N/NC(=O)CNC(=O)COc1ccccc1)c1ccco1
 : 8	92	95	18	-2	0.8	-6	0	-4
O=C(CCS(=O)(=O)c1ccccc1)N1CCN(c2cccc(C(F)(F)F)c2)CC1
 : -9	106	112	3	11	-7.9	-35	-6	-22
Cc1ccc(C(=O)CNc2cc(C)ccc2C)cc1
 : 0	106	102	-7	0	-0.3	-2	-10	-8
Nc1cc(N)nc(SCC(=O)c2ccc3c(c2)NC(=O)CO3)n1
 : -11	101	96	6	-2	10	2	8	-28
Cc1cc(C)n(-c2nnc(C)n2/N=C/c2cc(Br)ccc2OCc2ccccc2)n1
 : -2	102	104	7	5	1.1	2	-12	9
CN(C)S(=O)(=O)c1ccc2c(c1)C(CC(=O)O)OC2=O (centres undefined)
 : -11	97	96	1	-4	0.7	1	-6	-9
O=C1CSC(c2ccccc2)N1CC(O)c1ccc([N+](=O)[O-])cc1 (centres undefined)
 : 1	109	101	12	-2	-2.1	-3	-6	-5
c1ccc(-c2cn(C[C@H]3CC[C@@H]([C@@H]4CC[C@H](Cn5cc(-c6ccccc6)nn5)O4)O3)nn2)cc1
 : -10	100	96	-6	-5	0.0	-42	-7	-6
O=C(COC(=O)c1ccccc1O)Nc1cccnc1Cl
 : 1	106	108	-10	3	-3.3	1	-4	-7

# Random excerpt: 3 compounds from above.
# Value order: NS3 helicase inh	MEKK3 PB1 HTS	MEKK2 WT-MEK5	SUMO HTRF inh	MEKK2 mut-MEK5	CRFBP-R2 agonist	DNA FID counter	GalR3 antag	CRFR2-BP antag
Nc1cc(N)nc(SCC(=O)c2ccc3c(c2)NC(=O)CO3)n1
 : -11	101	96	6	-2	10	2	8	-28
c1ccc(-c2cn(C[C@H]3CC[C@@H]([C@@H]4CC[C@H](Cn5cc(-c6ccccc6)nn5)O4)O3)nn2)cc1
 : -10	100	96	-6	-5	0.0	-42	-7	-6
O=C1CSC(c2ccccc2)N1CC(O)c1ccc([N+](=O)[O-])cc1 (centres undefined)
 : 1	109	101	12	-2	-2.1	-3	-6	-5

# Further results.
# Value order: NS3 helicase inh	MEKK3 PB1 HTS	MEKK2 WT-MEK5	SUMO HTRF inh	MEKK2 mut-MEK5	CRFBP-R2 agonist	DNA FID counter	GalR3 antag	CRFR2-BP antag
CCn1c(SCC(=O)N/N=C/c2c[nH]c3ccccc23)nnc1-c1ccc(C(C)(C)C)cc1
 : -3	78	95	-18	-1	-0.5	-24	-5	-17
CC(=O)c1ccccc1OC(=O)c1ccc([N+](=O)[O-])o1
 : 2	99	101	10	4	-1.0	4	-3	-8
COc1cccc(CNC(=O)CCSCc2ccccc2F)c1
 : 9	97	94	10	-5	-0.4	-11	-2	-3
Cc1ccccc1NC(=O)c1sc2nc3c(c(-c4ccco4)c2c1N)CCC3
 : 28	98	91	39	1	3.1	-14	10	-13
O=C(CSc1ncccn1)NCc1cccs1
 : 7	100	105	0	-2	1.0	-4	-4	6
O=C(CCl)c1ccc2c(c1)CCN2C(=O)C1CCCCC1
 : -49	117	97	22	-7	-1.4	-9	-6	0
COC(=O)CCC(=O)OC1(C)C(=O)C=C2C=C(C3CC3)N(CCCOC(C)C)C=C2C1=O (centres undefined)
 : .	86	95	7	1	0.4	.	.	0
CC(=O)c1cc(C#N)c(SCc2ccc(F)cc2)nc1C
 : 4	103	103	-10	0	0.9	-2	6	2
CC(=O)Nc1ccc(S(=O)(=O)c2ccc(N)cc2)cc1N
 : 13	99	106	20	3	1.1	1	-4	1
COc1cccc(-c2cccc(NC(=O)C3CCN(Cc4cnn(C)c4)CC3)c2)c1
 : -26	98	105	-3	8	-1.4	6	4	-12

# Value order: NS3 helicase inh	MEKK3 PB1 HTS	MEKK2 WT-MEK5	SUMO HTRF inh	MEKK2 mut-MEK5	CRFBP-R2 agonist	DNA FID counter	GalR3 antag	CRFR2-BP antag
N#Cc1cccnc1N1CCC(C(N)=O)CC1
 : -4	91	97	22	-13	-0.4	-2	-5	16
CCOc1ccc(N(C(C)C(=O)NC2CCCCCC2)S(C)(=O)=O)cc1 (centres undefined)
 : -11	104	102	13	6	1.8	-18	-3	25
C=CCC1(C)C(=O)N(c2ccccc2)c2ccccc21 (centres undefined)
 : 3	98	99	5	1	-1.1	-7	-11	8
CSCC[C@H](NC(=O)OC(C)(C)C)C(=O)N/N=C/c1cccc2cccnc12
 : -7	104	104	-2	5	-2.3	-13	-5	-11
CC(Oc1cc(C(F)(F)F)cc(C(F)(F)F)c1)C(=O)NC(N)=O (centres undefined)
 : 1	106	97	30	2	-3.0	-4	-7	-14
O=C(N/N=C\c1ccc(-c2ccc([N+](=O)[O-])cc2)o1)C1COc2ccccc2O1 (centres undefined)
 : 6	101	91	19	2	13	0	-4	-32
CN(C)c1ccc([N+](=O)[O-])cc1C(=O)O
 : 25	129*	108	-23	0	-2.0	-2	5	8
O=C(/C=C\c1ccco1)NC(=S)Nc1ccccc1O
 : 25	96	99	-2	-7	0.7	-7	6	33
Cc1ccccc1CNC(=O)CCc1ccccc1
 : 0	102	104	4	8	-2.7	-3	-5	14
Cc1cc(C(=O)OCC(=O)c2ccc3c(c2)OCCO3)c(C)o1
 : -5	109	104	7	3	-1.0	-11	-4	-2

# Some entries already given, limited to GalR3 antag, CRFR2-BP antag and NS3 helicase inh.
mol	GalR3 antag	CRFR2-BP antag	NS3 helicase inh
COC(=O)CCC(=O)OC1(C)C(=O)C=C2C=C(C3CC3)N(CCCOC(C)C)C=C2C1=O (centres undefined)	.	0	.
CCOc1ccc(N(C(C)C(=O)NC2CCCCCC2)S(C)(=O)=O)cc1 (centres undefined)	-3	25	-11
CSCC[C@H](NC(=O)OC(C)(C)C)C(=O)N/N=C/c1cccc2cccnc12	-5	-11	-7
CC1(C)NC(=O)N(CC(O)CN2C(=O)NC(C)(C)C2=O)C1=O	-4	1	8

# Additional compounds follow.
SMILES | NS3 helicase inh | MEKK3 PB1 HTS | MEKK2 WT-MEK5 | SUMO HTRF inh | MEKK2 mut-MEK5 | CRFBP-R2 agonist | DNA FID counter | GalR3 antag | CRFR2-BP antag
N#C/C(=C\c1cn(-c2ccccc2)nc1-c1cc2ccccc2o1)c1nc2ccccc2[nH]1 | -4 | 105 | 97 | 9 | 3 | 14 | -2 | 0 | -45
O=C(COC(=O)CCC(NC(=O)OCc1ccccc1)C(=O)OCC(=O)Nc1ccccc1)Nc1ccccc1 (centres undefined) | -14 | 152* | 113 | -22 | 1 | 2.6 | -23 | -1 | -18
Cc1cc(NC(=O)CSc2nc3ccccc3n2CC(=O)N2CCCCC2)no1 | 3 | 94 | 100 | 2 | 0 | 0.1 | -20 | 0 | 11
CN(C)c1cc(N/N=C\c2ccccc2)nc(N(C)C)n1 | 5 | 108 | 115 | . | 3 | -6.7 | 7 | -9 | -26
Cc1ccc(NC2CCCN(C(=O)c3cn4cccc(C)c4n3)C2)cc1C (centres undefined) | -2 | 100 | 102 | -2 | 0 | -1.9 | -26 | -1 | 34
CCOC(=O)N1CCN(CC(O)COc2ccc(C)cc2C(C)(C)C)CC1 (centres undefined) | -11 | 102 | 103 | -15 | 0 | -1.8 | -17 | -8 | 7
CCOc1cc(/C=C(/C#N)c2nc3ccccc3[nH]2)ccc1Oc1ccc([N+](=O)[O-])cn1 | 3 | 104 | 104 | 31 | 3 | 4.8 | 0 | -9 | -40
COc1cccc(NC(=S)/C(=C(\[O-])c2ccc(C)c([N+](=O)[O-])c2)[n+]2ccccc2)c1 | 5 | 99 | 98 | 12 | 0 | -1.0 | 4 | -2 | -4
O=[N+]([O-])c1cccc(S(=O)(=O)c2ccc(N3CCCCC3)c([N+](=O)[O-])c2)c1 | 2 | 108 | 99 | -5 | 0 | -0.4 | 5 | -6 | 16
CCCCC[n+]1cccc2c3ccccc3ccc21 | -18 | 94 | 96 | 4 | -6 | -1.3 | 19 | -2 | 0
COC(=O)C(NS(=O)(=O)c1cccc(S(=O)(=O)NC(C(=O)OC)c2ccccc2)c1)c1ccccc1 (centres undefined) | -6 | 104 | 103 | 7 | 0 | -1.0 | -43 | -5 | -16
COc1ccc(CCN2C(=O)c3[nH]nc(-c4ccccc4O)c3C2c2ccc(C)cc2)cc1OC (centres undefined) | -11 | 107 | 96 | -27 | 0 | -0.3 | -33 | -3 | 21

SMILES | NS3 helicase inh | MEKK3 PB1 HTS | MEKK2 WT-MEK5 | SUMO HTRF inh | MEKK2 mut-MEK5 | CRFBP-R2 agonist | DNA FID counter | GalR3 antag | CRFR2-BP antag
O=C(Nc1ccccc1N1CCOCC1)c1cc(Br)c(Br)s1 | 5 | 100 | 97 | 10 | -3 | -1.6 | 1 | 2 | 4
COc1cccc(N(C(=O)Cn2nnc(-c3cccs3)n2)C(C(=O)NC2CCCCC2)c2ccncc2)c1 (centres undefined) | -3 | . | . | 8 | . | -0.3 | 2 | -3 | 12
CCC(Cc1ccccc1)NS(=O)(=O)c1ccc2c(c1)NC(=O)CS2 (centres undefined) | -11 | 100 | 102 | -2 | -4 | -2.2 | -36 | -8 | 10
CC(C)OC(=O)c1cccnc1SCC(=O)N(C)c1ccccc1 | 10 | 103 | 103 | 6 | 3 | 10.0 | -33 | -7 | -16
